DNMT1 block: inhibitors of human DNMT1; hit rate 0.83% among 360,000; inhibition (reported as % activation of signal), % at 10 µM; DNMT1 molecular beacon, Hinp1I cleavage, fluorescence; P26358; in the data active = inhibition above about 50%
Scp1 inh: blocks human Scp-1 phosphatase activity | Q9GZU7 | Recombinant Scp1, phosphopeptide, malachite green phosphate absorbance | inhibition, % at 20 µM | AID 493091 | hit rate 0.88% among 340,000;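 active = inhibition above about 50% at 20 µM, limit read from the data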;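 note: plate controls were DMSO wells with enzyme for no effect and wells lacking enzyme for full effect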
Target sequence (Q9GZU7 76-261 limits assumed): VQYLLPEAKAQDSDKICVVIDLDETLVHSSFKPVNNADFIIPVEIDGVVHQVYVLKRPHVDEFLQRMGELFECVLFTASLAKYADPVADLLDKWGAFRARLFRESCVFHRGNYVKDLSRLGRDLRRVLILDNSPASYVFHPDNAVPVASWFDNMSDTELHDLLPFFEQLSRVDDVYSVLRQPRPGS
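Test system: SCP-1 phosphatase catalytic domain, residues 76-261 | Compound dosing: One concentration, 20 µM, with 1.0% DMSO | Schedule: 45 min room-temperature reaction, 5 min colour, 30 min stabiliser | Detection: Absorbance at 630 nm | Read-out basis: % inhibition of SCP-1 phosphate liberation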
Rpn11 inh: inhibitors of human proteasome Rpn11 | calls only at 20 µM | hit rate 0.59% among 360,000 | human 26S proteasome, Ub4-pepOG fluorescence polarization; 20S core pre-blocked with epoxomicin | AID 588493 | O00487;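 active = inhibition at 20 µM, scaled to each plate's controls, above about 33%, limit read from the data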
Target sequence (O00487 whole entry, looked up): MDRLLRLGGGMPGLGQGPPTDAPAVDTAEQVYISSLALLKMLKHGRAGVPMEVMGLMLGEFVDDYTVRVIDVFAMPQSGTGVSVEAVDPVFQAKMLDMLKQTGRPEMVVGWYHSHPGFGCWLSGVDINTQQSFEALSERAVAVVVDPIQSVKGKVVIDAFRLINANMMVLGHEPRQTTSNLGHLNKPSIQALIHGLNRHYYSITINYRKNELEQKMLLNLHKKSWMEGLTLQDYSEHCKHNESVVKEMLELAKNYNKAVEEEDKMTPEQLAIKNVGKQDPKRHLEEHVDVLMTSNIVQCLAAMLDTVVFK
LMPTP block: blocks human LMPTP phosphatase. recombinant LMPTP-A, OMFP fluorogenic substrate, fluorescence intensity. inhibition, % at 20 µM. hit rate 0.22% among 360,000. AID 651560;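 active = compounds that cut the enzyme signal by at least half of the control window in the single-dose screen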;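 note: plate controls were DMSO wells with enzyme plus substrate for no effect and substrate without enzyme for full effect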
Target sequence (P24666 whole entry, looked up): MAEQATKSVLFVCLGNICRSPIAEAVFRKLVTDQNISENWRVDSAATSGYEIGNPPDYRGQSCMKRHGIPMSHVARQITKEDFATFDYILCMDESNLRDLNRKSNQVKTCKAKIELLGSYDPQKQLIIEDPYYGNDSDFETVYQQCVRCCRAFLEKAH
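test system = LMPTP-A | amount = 0.625 nM LMPTP-A final | reagent = fluorogenic phosphatase substrate OMFP at 400 µM final | incubation = 50 min at room temperature | benchmarks = no-enzyme low control, uninhibited high control | medium = Bis-Tris pH 6.0, DTT, detergent | signal = fluorescence intensity of OMFP turnover product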
STEP inh: STEP (human) phosphatase inhibition; P54829; recombinant STEP, OMFP fluorogenic substrate, fluorescence; inhibition, % at 20 µM; hit rate 0.25% among 360,000;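 active = inhibition at 20 µM, scaled per plate between control wells, above about 37%, limit read from the data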;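 note: 0% = DMSO with enzyme and substrate and 100% = substrate only without enzyme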
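Material: STEP (striatal-enriched tyrosine phosphatase) enzyme, cell-free | Medium: 50 mM Bis-Tris pH 6.0 with 2.5 mM DTT and 0.005% Tween 20 | Read-out: Percent inhibition scaled to no-enzyme and uninhibited-enzyme controls, plate-pattern corrected | Signal: Fluorescence read at 480 nm ex / 540 nm em | Times: 20 min reaction, room temperature, in the dark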
SKN-1 inh: blocks SKN-1 activity in C. elegans. C. elegans VP596 Pgst-4::GFP/RFP ratio, acrylamide-induced, 24 h. inhibition, % at 21.8 µM. hit rate 0.49% among 360,000. AID 624304;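 active = interference check ratio from 0.5 to 1.5 plus GFP to RFP signal ratio inhibition reaching or exceeding a fixed threshold, cut at about 30% in these data, passing the limit was not always enough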; note: some compounds called inactive have numbers as strong as hits
SUMO1 PPI mod: SUMO1-SIM interaction modulation; inhibition, % at 20 µM; SUMO1 binding to a labelled peptide, TR-FRET, 1 h; AID 602429; hit rate 0.33% among 360,000; P63165; in the data active = inhibition above about 37%
Target sequence (P63165 whole entry, looked up): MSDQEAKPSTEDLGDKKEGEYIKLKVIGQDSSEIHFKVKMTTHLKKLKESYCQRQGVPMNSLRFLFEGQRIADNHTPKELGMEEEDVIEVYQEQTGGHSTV
MT1-MMP act inh: blocks activation of human MT1-MMP; P50281; HT1080 RFP-PRO-GFP cells, GFP/RFP ratio fluorescence, overnight; percent of plate control window, DMSO zero; GFP/RFP ratio change, % at 20 µM; hit rate 0.061% among 360,000; AID 651647;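 active = GFP/RFP ratio change of at least 30% with cell ATP level not reduced by more than half and red fluorescence within 50% of control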; note: strong numbers were not always called active
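Test system: HT1080 cells expressing an RFP-PRO-GFP fluorescent reporter construct / Compound dosing: single-point 20 µM compound, 1% DMSO / Schedule: cells overnight before dosing, compound overnight, 37 °C, 5% CO2 / Evaluation: GFP/RFP fluorescence ratio / Control set: DMSO and RFP-L50D-GFP cell wells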
CendR NRP1 mod: NRP-1/CendR interaction modulation; hit rate 0.85% among 360,000; O14786; inhibition, % at 25 µM; FAM-RPARPAR peptide binding to NRP-1, fluorescence polarization;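 active = inhibition or corrected inhibition above about 18%, plus a signal ratio from 0.5 to 1.5, limit read from the data, passing the limit was not always enough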; note: strong numbers were not always called active
NadD inh: NadD (S. aureus) enzyme inhibition; purified NadD enzyme, colorimetric absorbance read-out; inhibition, % at 20 µM; hit rate 0.78% among 360,000; in the data active = inhibition above about 26%; note: some compounds past the cut are filed as inactive
An asterisk follows results filed as active; i = inactive; · = not tested or not shown.

No.	molecule	LMPTP block	NadD inh	STEP inh	SKN-1 inh	MT1-MMP act inh
1	Cc1ccc[n+](-c2[nH]c(=O)sc2/C=N/N=C(\[O-])c2cccnc2)c1	-0.8	5.1	0.4	-3.5	0.5
2	CCCNc1cc(C)oc(=O)c1C(=O)CCC	-0.2	-2.5	2.6	9.7	-4.0
3	O=C(NCc1ccccc1Cl)c1cc(=O)[nH]c2ccccc12	-0.9	3.7	-2.7	-0.7	1.1
4	CC(C)c1nnc(NC(=O)CCC(=O)N2CCN(c3ccc(F)cc3)CC2)s1	-0.6	-4.6	-0.8	21.8	2.0
5	Cc1ccc(OCCNC(=O)c2cccc(S(=O)(=O)N3CCN(Cc4ccccc4)CC3)c2)cc1	-5.5	-3.8	1.5	2.7	0.7
6	CN(C(=O)c1cccc(NC(=O)Cc2ccc(NC(=O)C3CCCN(C(=O)C4CCCCC4)C3)cc2)c1)C1CCC1 (stereo not given)	-3.4	4.3	-3.8	-4.0	-0.3
7	Cc1coc2cc3oc(=O)c4c(c3cc12)CCCC4	-0.1	1.1	-2.3	0.1	2.0
8	CCCCC(=O)Nc1nnc(/C=C/c2ccc(OC)cc2)s1	1.6	4.9	-0.2	10.1	-0.1
9	Cc1ccc(C(=O)N/N=C\c2ccc(Br)o2)o1	0.7	-9.2	-0.4	17.1	5.2
10	COc1ccc(NC(=O)c2cc3nc(-c4ccccc4)cc(C)n3n2)cc1OC	0.1	-3.7	9.5	-2.6	-0.2
11	c1ccc(C2=NN(c3ccccc3)C(c3ccco3)C2)cc1 (stereo not given)	4.5	-2.0	-0.7	3.4	-9.6
12	O=C(Nc1ccc(N2CCCC2)cc1)c1ccc2ccccc2c1	7.1	33.6*	7.3	4.8	-0.6

No.	DNMT1 block	CendR NRP1 mod	Rpn11 inh	SUMO1 PPI mod	Scp1 inh
1	5.0	12.1	i	1.1	3.8
2	5.0	7.9	i	-0.2	-2.7
3	1.7	-19.9	i	-3.2	36.3
4	2.9	-12.5	i	5.3	-9.6
5	-9.7	-6.1	i	-36.9	-10.4
6	-0.8	2.0	i	5.0	-4.2
7	1.6	-6.1	i	-9.0	-10.2
8	18.8	1.4	i	-5.3	6.4
9	9.2	7.3	i	-15.7	25.5
10	-12.3	7.1	i	5.8	7.9
11	-0.3	1.3	i	-0.3	-9.0
12	60.9*	-7.8	i	1.5	-3.1

Later entries.
No.	molecule	LMPTP block	NadD inh	STEP inh	SKN-1 inh	MT1-MMP act inh
13	Nc1c(C(=O)NCc2ccco2)nnn1CC(=O)Nc1ccccc1	0.7	-2.0	2.3	6.6	7.2
14	CC(OC(=O)C1=COCCO1)C(=O)c1ccc(C(C)(C)C)cc1 (stereo not given)	0.6	-1.2	-0.1	4.5	1.6
15	CN(C)c1ccc(C2NC(=O)c3ccccc3N2)cc1 (stereo not given)	11.5	-7.1	3.6	-5.8	4.5
16	CCOC(=O)C1CCCN(C(=O)COc2ccc(N(C)S(=O)(=O)c3ccc(C)cc3)cc2)C1 (stereo not given)	-0.3	-2.1	4.9	-2.1	-0.4
17	O=C(NC1CCCC1)C(c1ccccc1)N(C(=O)c1ccco1)C1CCCC1 (stereo not given)	-0.6	-1.2	-2.9	7.6	-1.5
18	O=C(CSc1nncs1)Nc1ccc(Cl)cc1C(F)(F)F	0.1	1.0	0.7	15.0	0.5
19	O=C(NC1CCN(C(=S)NCc2ccco2)CC1)c1ccc(F)cc1	-0.4	3.0	-7.0	-3.0	3.7
20	CCOC(=O)CN1C(=O)C(=O)c2cc(C)ccc21	1.9	-2.5	-2.7	-6.5	-0.3
21	OC(c1ccc(F)cc1)c1nc(-c2cccc(F)c2)cs1 (stereo not given)	1.0	-3.4	10.7	-8.3	-1.0
22	CCOC(=O)/C(C#N)=C/c1c(N2CCN(c3ccc(OC)cc3)CC2)nc2c(C)cccn2c1=O	2.7	7.9	3.0	16.8	-4.8
23	O=C(CCn1c(=O)c2cccn2c2cccnc21)NCc1cccc(Cl)c1	1.2	-0.1	2.0	10.7	-1.3
24	CCCCCC(=O)Nc1ccc(C(=O)CN2C(=O)NC3(CCCCCC3)C2=O)cc1	0.2	0.9	-1.1	2.9	3.3

No.	DNMT1 block	CendR NRP1 mod	Rpn11 inh	SUMO1 PPI mod	Scp1 inh
13	1.9	-13.7	i	-0.6	-7.8
14	3.2	-2.6	i	-3.4	-1.9
15	4.4	-1.7	i	3.1	0.3
16	-0.5	-6.9	i	-1.3	-16.3
17	-0.8	-0.4	i	2.8	-5.2
18	-1.6	-4.0	i	0.9	-4.9
19	3.3	-4.6	i	-4.9	-5.2
20	1.7	-19.1	i	-11.1	3.2
21	3.5	2.7	i	1.8	·
22	-4.2	-6.3	i	-5.1	-18.6
23	2.8	27.0*	i	-12.3	-3.5
24	2.5	6.6	i	2.4	-4.8

(next part)
No.	molecule	LMPTP block	NadD inh	STEP inh	SKN-1 inh	MT1-MMP act inh
25	CC(=O)c1ccc(NC(=S)N2CCN(c3cccc(Cl)c3)CC2)cc1	-1.4	-6.0	0.2	-2.6	3.1
26	CCOC(=O)c1ccc(NC(=O)COC(=O)c2cccc(Oc3ccccc3)c2)cc1	4.8	-8.5	-1.8	-5.7	2.7
27	O=S(=O)(NC1CCCCCCC1)c1ccccc1	-2.1	-1.8	-3.5	-20.5	-0.4
28	c1ccc(N2CCN(Cc3cn4cccnc4n3)CC2)cc1	-1.8	-7.4	-3.1	15.3	5.3
29	Cc1ccc(C(=O)NNC2=NC(C)(C)Cc3ccccc32)cc1	-2.2	3.1	-2.5	-6.4	-1.3
30	O=C(NCc1ccc2c(c1)OCO2)C1CCC(CNS(=O)(=O)c2ccc(Cl)cc2)CC1 (stereo not given)	-0.4	3.7	1.0	7.6	2.5
31	Cc1ccc(S(=O)(=O)N2CCC(C(=O)NCCC3=CCCCC3)CC2)cc1C	2.1	-5.0	0.4	-6.9	3.4
32	O=C(O)Cn1c(SCCOc2ccccc2F)nc2ccccc21	-0.4	-4.4	-2.9	8.4	4.2
33	COc1ccccc1Nc1nc2ccc(C)cc2n2cnnc12	0.3	-9.8	2.9	-0.5	4.2
34	CCOC(=O)c1ccc(NC(=O)CSC(=S)N2CCOCC2)cc1	-1.9	0.5	2.5	4.0	2.6
35	COc1ccccc1NC(=O)CSc1nncn1N	-1.8	-0.5	0.1	-36.8	0.2
36	CCOc1ccc(NS(=O)(=O)c2ccc3c(c2)CCN3C(=O)C2CCC2)cc1	0.2	6.1	-1.3	5.4	2.8

No.	DNMT1 block	CendR NRP1 mod	Rpn11 inh	SUMO1 PPI mod	Scp1 inh
25	7.4	-1.5	i	-5.0	-5.0
26	-9.7	-4.3	i	-3.1	-7.8
27	4.7	-16.1	i	4.0	-1.8
28	0.9	-4.1	i	-1.9	-8.4
29	0.2	-4.6	i	-3.9	4.8
30	19.1	9.2	i	4.5	0.5
31	-1.0	-0.3	i	4.6	1.0
32	0.0	12.7	i	0.1	-11.9
33	42.0	-18.7	i	21.6	-7.7
34	0.0	-3.0	i	-0.7	-2.8
35	6.2	-1.7	i	2.2	3.0
36	-1.4	-7.0	i	-2.8	-2.6

From entry 34 up to 36, as listed above:
No.	molecule	LMPTP block	NadD inh	STEP inh	SKN-1 inh	MT1-MMP act inh
34	CCOC(=O)c1ccc(NC(=O)CSC(=S)N2CCOCC2)cc1	-1.9	0.5	2.5	4.0	2.6
35	COc1ccccc1NC(=O)CSc1nncn1N	-1.8	-0.5	0.1	-36.8	0.2
36	CCOc1ccc(NS(=O)(=O)c2ccc3c(c2)CCN3C(=O)C2CCC2)cc1	0.2	6.1	-1.3	5.4	2.8

No.	DNMT1 block	CendR NRP1 mod	Rpn11 inh	SUMO1 PPI mod	Scp1 inh
34	0.0	-3.0	i	-0.7	-2.8
35	6.2	-1.7	i	2.2	3.0
36	-1.4	-7.0	i	-2.8	-2.6

Following part.
No.	molecule	LMPTP block	NadD inh	STEP inh	SKN-1 inh	MT1-MMP act inh
37	COC(=O)CCC(=O)N1CCc2cc(S(=O)(=O)N3CCN(c4ccccc4Cl)CC3)ccc21	-0.9	-1.2	-0.9	10.8	2.0
38	O=C(OCC(=O)N1CCCC1)c1cc([N+](=O)[O-])ccc1Cl	-1.3	-5.8	0.9	5.7	1.1
39	Cc1cc(C(=O)NC2CCCc3c2cnn3-c2ccccc2F)nc(C)n1 (stereo not given)	-0.2	0.2	0.0	6.4	0.1
40	CCOC(=O)COc1ccc2c(c1)c(C(C)=O)c(C)n2-c1ccc(OC)cc1	1.5	-1.4	1.2	-8.4	-2.4
41	O=C(c1cccc(F)c1)N1CCN(C(=O)c2cc3nc(-c4ccco4)cc(C(F)(F)F)n3n2)CC1	-0.3	4.9	-1.5	-0.5	1.4
42	N#Cc1sc2nc(-c3cccs3)cc(-c3ccc(F)cc3)c2c1N	0.2	21.2	-6.2	-6.0	-4.8
43	CC(=O)c1ccc(NC(=S)NC(=O)/C=C/c2ccc(F)cc2)cc1	0.0	-5.2	0.2	5.1	1.2
44	Cc1cc(C(=O)N/N=C/C(Cl)=C/c2ccccc2)c(C)o1	1.4	-0.8	-2.7	-8.4	5.6

No.	DNMT1 block	CendR NRP1 mod	Rpn11 inh	SUMO1 PPI mod	Scp1 inh
37	-4.7	-6.2	i	-0.8	-7.5
38	2.4	-2.3	i	-41.9	-0.8
39	-1.8	-2.7	i	1.5	-7.8
40	0.2	4.3	i	0.4	-6.0
41	-1.8	-8.6	i	-8.1	-7.7
42	-2.0	-5.1	i	5.2	-13.1
43	5.5	0.7	i	3.6	-6.0
44	2.2	15.3	i	-19.8	-6.6
